# Mot1-301 SUMO: inhibitors of SUMOylation pathway: yeast Mot1-301 growth rescue | S. cerevisiae Mot1-301 growth rescue, ATP luminescence, 38.5C; percent above DMSO median, 100 means doubled | actives 1% (n = 320,000) | growth rescue, % at 18.8 µM | AID 2716;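 active means every valid replicate shows activation above 250% relative to neutral control wells; inactive means the rest, any valid replicate at or below 250%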;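 further: OY570 slx delta 5 strain wells were the positive control but not used for scaling; some compounds called inactive have numbers as strong as hits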
# OPRM1-OPRD1 ag: OPRM1-OPRD1 heterodimerization agonism; P35372+P41143; cells, luminescence; activation, % at 9.3 µM; actives 0.3% (n = 340,000); AID 504326; in the data active means activation above about 18%;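 further: 0% = vehicle-treated cells and 100% = reference agonist; values of inactives mirror those of a sister screen read the other way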
# Target sequence (P35372 whole entry, looked up): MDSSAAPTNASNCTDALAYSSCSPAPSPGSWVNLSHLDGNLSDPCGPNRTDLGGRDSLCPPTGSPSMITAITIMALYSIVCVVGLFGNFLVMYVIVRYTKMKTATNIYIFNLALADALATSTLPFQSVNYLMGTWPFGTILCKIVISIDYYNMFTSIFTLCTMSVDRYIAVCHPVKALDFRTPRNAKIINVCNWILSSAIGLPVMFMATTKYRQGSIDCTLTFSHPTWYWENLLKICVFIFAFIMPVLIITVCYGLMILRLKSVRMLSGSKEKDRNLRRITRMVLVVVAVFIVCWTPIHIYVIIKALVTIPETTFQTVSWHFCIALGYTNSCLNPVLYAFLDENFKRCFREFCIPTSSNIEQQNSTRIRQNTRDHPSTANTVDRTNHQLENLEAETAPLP
# Target sequence (P41143 whole entry, looked up): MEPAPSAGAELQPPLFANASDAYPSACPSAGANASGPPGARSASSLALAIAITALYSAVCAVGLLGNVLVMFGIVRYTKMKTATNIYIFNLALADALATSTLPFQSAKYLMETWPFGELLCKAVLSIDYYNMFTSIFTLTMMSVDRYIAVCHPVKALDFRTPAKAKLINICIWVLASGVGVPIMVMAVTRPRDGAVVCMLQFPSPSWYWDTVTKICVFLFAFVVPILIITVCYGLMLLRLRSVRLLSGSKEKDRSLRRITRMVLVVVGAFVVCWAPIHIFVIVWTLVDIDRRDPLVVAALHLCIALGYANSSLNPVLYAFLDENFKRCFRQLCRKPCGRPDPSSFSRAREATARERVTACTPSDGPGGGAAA
# PKA-R1A act: activates the PKA-R1A holoenzyme complex. PKA-R1A dissociation, Cy5-IP20 fluorescence polarization; scaled: DMSO 0%, 113 µM cGMP 100%. AID 504707. actives 0.083% (n = 340,000). activation, % at 11.4 µM;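 active means percent activation above the mean of all tested compounds plus 3 SD, cut at about 19% in these data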;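 further: higher means more PKAc released from R1A so a rise in polarization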
# OPRM1-OPRD1 inv: inverse agonists of human mu-delta opioid receptor heterodimerization; P35372+P41143; cell-based MOR-DOR heterodimer luminescence, inverse agonism; inhibition, % at 9.3 µM; actives 0.21% (n = 340,000); AID 504357; in the data active means inhibition above about 22%, passing the limit was not always enough;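 further: 0% = cells with DMSO and 100% = wells without cells with DMSO; values of inactives mirror those of a sister screen read the other way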
# HTR5A ag: counter-screen for OPRM1-OPRD1 agonists: human HTR5A agonism. activation, % at 9.3 µM. HTR5A agonist assay, luminescence, cell-based. actives 0.61% (n = 340,000). P47898; in the data active means activation mostly above about 9.5%, no sharp cut-off; inactive means mostly below about 7.6%;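 further: 0% = cells with vehicle only and 100% = reference agonist; strong numbers were not always called active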
# Ecoli viability: reduces bacterial viability in AddAB counter-screen | inhibition, % at 11.9 µM | actives 0.27% (n = 330,000) | E. coli V3065 growth, OD600 absorbance, 18 h | AID 449728;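 active means inhibition above the campaign's mean inhibition across all tested compounds plus 3 SD, cut at about 9.9% in these data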;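 further: uninfected addAB+ strain grown without phage in ampicillin broth; 0% = DMSO wells and 100% = ciprofloxacin 0.95 µg/ml wells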
# HTR5A inv ctr: inverse agonist of human HTR5A in OPRM1-OPRD1 counter-screen; inhibition, % at 9.3 µM; HTR5A cell line, luminescence, inverse agonism; AID 504634; actives 0.083% (n = 340,000); P47898; in the data active means inhibition mostly above about 23%, no sharp cut-off; inactive means mostly below about 18%;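 further: 0% = cells with DMSO and 100% = no-cell wells with DMSO; some compounds called inactive have numbers as strong as hits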
# Pemphigus Ab inh: blocks pemphigus antibody binding to human desmoglein-3. DSG3-coupled beads, scFv-anti-DSG3-GFP binding, flow cytometry; stronger effect = lower value. binding (percent of control), % at 10 µM. actives 0.48% (n = 310,000). AID 588358;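 active means binding more than 3 SD below its plate's average and above zero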;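 further: hits lower antibody fragment binding to DSG3; some compounds called inactive have numbers as strong as hits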
# AddAB inh: less growth of phage-infected E. coli with AddAB | E. coli expressing H. pylori AddAB, absorbance growth | inhibition, % at 11.9 µM | actives 0.29% (n = 330,000) | AID 435030; in the data active means inhibition above about 12%;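 further: 0% = vehicle wells of infected cells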
# phage Ecoli inh: E. coli growth loss with phage present; AID 651602; inhibition, % at 11.9 µM; actives 0.26% (n = 360,000); growth absorbance; in the data active means inhibition above about 11%
# PfHsp90 yeast 2: reduces growth (ATP signal) of yeast expressing P. falciparum Hsp90. S. cerevisiae expressing PfHsp90, BacTiter-Glo ATP, 48 h; yeast lacking PDR1 and PDR3 efflux regulators. inhibition, % at 9.4 µM. actives 0.32% (n = 310,000);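 active means every replicate shows inhibition above about 80%, whatever the replicate mean, limit read from the data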;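 further: 0% = DMSO neutral controls and 100% = 20 µM radicicol positive controls; yeast relying on Plasmodium falciparum Hsp90 in place of its own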
# * = called active by the depositor; . = not tested or not shown.
SMILES,Mot1-301 SUMO,OPRM1-OPRD1 ag,PKA-R1A act,OPRM1-OPRD1 inv,HTR5A ag,Ecoli viability,HTR5A inv ctr,Pemphigus Ab inh,AddAB inh,phage Ecoli inh,PfHsp90 yeast 2
Cc1ccccc1COc1ccc(/C=C(\C#N)C(N)=O)cc1,166,0.9,-11,-5,7,1.0,-37,101,1.8,3.4,18
COc1ccc(NC(=O)COc2cc(C)cc(C)c2)cc1S(=O)(=O)N1CCCCC1,530*,2.7,5,-18,1,2.1,-2,99,0.6,1.5,6
CC(=O)c1ccc(S(=O)(=O)N(C)CC(=O)Nc2cccc(S(=O)(=O)N3CCCC3)c2)cc1,.,-2.2,-8,9,-4,.,12,113,.,1.2,17
CC(=O)CC(CC(=O)NC1CCCCC1)c1ccccc1 (configuration not stated),1,-2.1,-9,11,2,0.9,13,116,-0.2,1.8,16
COc1ccccc1CN1C(=S)SC(C)(C)C1NO (configuration not stated),17,3.0,0,-16,5,1.5,-28,100,5.0,2.0,-39
COc1ccc(Br)cc1/C=N/NC(=O)c1ccc2nc[nH]c2c1,0,-2.4,4,12,-2,-0.2,-2,98,0.5,2.7,10
CC(=O)N1CCN=C1SCc1cccc(Cl)c1,-9,-1.2,-13,6,0,-0.7,4,96,3.2,1.7,8
CC(=O)CCC1CC(c2ccc(Cl)cc2)=NO1 (configuration not stated),-28,-3.3,-13,15,2,0.5,5,110,5.0,1.8,-11
Cc1nn(CC(=O)NCCc2ccco2)c(=O)c2nn(-c3ccccc3)c(C)c12,-1,-1.0,-8,5,4,-3.8,-17,100,0.3,1.0,2
COc1ccccc1/C=C/C1(C(=O)NC2CCCC2)CC(=O)N1c1ccc(F)cc1 (configuration not stated),44,-1.8,-8,10,5,0.2,-59,101,3.0,1.2,-2
CN1C(=O)CSC1=NCC12CC3CC(CC(C3)C1)C2,-2,2.0,1,-11,1,0.9,-3,104,1.8,0.8,22
Cc1ccccc1N(CC(=O)N1CCCCCC1)S(C)(=O)=O,5,-1.6,-10,9,2,3.2,12,91,1.6,0.9,1
CC(=O)Nc1ccc(NC(=O)C(C)OC(=O)CNC(=O)c2ccc(-c3ccccc3)cc2)cc1 (configuration not stated),-21,-0.5,-14,4,8,-0.5,-17,75,-2.0,4.4,.
Cc1cc(C(C)(C)C)cc(S(=O)(=O)NCCc2ccncc2)c1C,6,-4.2,-3,21,4,-0.5,-13,98,-0.7,1.6,10
CCCn1c(SCC(=O)N2CCCCC2)nnc1-c1ccco1,-11,-0.8,-5,5,2,1.4,5,93,-0.4,0.2,7
C#CCCc1cocc1/C=[N+](\[O-])c1ccc(C(=O)OCC)cc1,-9,-0.4,2,2,8,-1.8,-21,102,0.4,2.0,-3
CN(CCCNC(=O)c1cc2c(Cl)nc3ccccc3c2s1)Cc1ccccc1,12,7.4,-6,-38,2,1.5,-4,113,0.8,2.3,1
Nc1nc(Cl)cc(N2CCCC2)n1,-4,-1.2,5,6,2,-0.5,-5,98,4.8,2.7,1
COc1ccc(N(Cc2cc(=O)[nH]c3ccccc23)C(=O)C(C)C)cc1,-6,-2.0,-5,10,0,0.0,0,104,0.4,2.9,-12
COCCCNC(=O)c1ccccc1Sc1ccc(NC(C)=O)nc1,-6,-1.5,8,8,-2,0.4,5,103,-0.7,4.9,3
Clc1ccc(-c2nc(N3CCCCC3)nc3ccccc23)cc1,-8,-2.1,-1,10,-1,-0.1,-5,.,0.8,3.6,4
Cc1cc(/C=C2/NC(=O)N(Cc3ccccc3F)C2=O)c(C)n1-c1ccccn1,-16,-1.6,-3,8,1,0.2,-5,91,4.6,0.6,-4
CCC(=O)NC(c1ccc(OC)cc1)c1cc(Cl)c2cccnc2c1O (configuration not stated),235,0.5,-2,-2,2,23*,12,100,26*,21*,52
NS(=O)(=O)c1cccc(NC(=O)COC(=O)Cn2cc(C(F)(F)F)ccc2=O)c1,-18,-2.2,-7,9,-2,-0.3,5,94,1.6,1.4,27
Cn1c(Sc2ccc(Br)cc2)c(C=O)c2ccccc21,-4,-1.6,-4,9,-1,-0.3,2,.,-1.1,3.8,-23
Cc1c(C=NNC(=O)c2ccc(Br)cc2)c2ccccn2c1C(=O)c1ccncc1,0,-3.5,0,13,-5,0.1,7,89,-3.4,1.9,6
CCOC(=O)c1ccc(S(=O)(=O)N(CCO)Cc2cc3cc(OC)c(OC)cc3[nH]c2=O)cc1,-7,-3.2,-3,17,3,-1.4,-9,103,-0.6,0.1,10
CC(NC(=O)CCNS(=O)(=O)c1ccc2c(c1)oc(=O)n2C)c1ccccc1 (configuration not stated),3,-1.9,-6,10,-4,0.4,5,106,2.6,-2.3,-10
CC(C)OCCCNC(=O)c1cc(S(=O)(=O)N2CCc3ccccc32)cn1C,-14,-1.4,10,8,3,1.8,-35,96,0.5,3.5,3
CC(=O)N(C)C1(c2nnnn2CCOC(=O)Nc2ccc(Cl)cc2)CCCCC1,-8,-3.4,12,19,4,2.2,-18,115,0.7,4.3,-1
CCC(C(=O)Nc1ncccn1)(C(F)(F)F)C(F)(F)F,9,-2.3,-3,13,2,2.4,-5,112,3.5,2.4,-21
COCCN(Cc1ccccc1)C(=O)Cc1ccc(OC)c(S(=O)(=O)N2CCOCC2)c1,7,-2.7,-1,15,-5,3.4,9,103,0.0,-0.5,.
O=C1C=C(NCc2ccccc2)CCC1,-14,-1.3,6,7,-2,0.2,-3,84,2.3,1.3,-30
COc1ccc(Cl)cc1C(=O)NCc1ccc2c(c1)OCO2,190,-3.2,-3,16,-3,-0.6,12,115,-1.9,-1.6,3
CC1CC(C)CN(C(=O)CSCC(=O)O)C1 (configuration not stated),-3,-1.2,8,6,3,-2.4,-9,89,0.9,-0.9,-2
O=c1[nH]c2cc3c(cc2cc1CN(Cc1ccccc1)Cc1nnnn1Cc1ccco1)OCCO3,.,-0.5,-1,3,-1,.,14,103,.,-3.1,-9
O=C(COC(=O)/C=C/c1ccc(F)cc1)Nc1ccccc1-c1ccccc1,-12,0.7,-11,-4,-2,0.6,6,93,1.9,3.9,-2
CCOC(=O)N1CCC(N2C(=O)c3ccc(C(=O)NCCC(C)C)cc3C2=O)CC1,32,-3.3,0,15,0,-1.4,-1,98,1.2,0.3,-2
COc1ccc(OC)c(S(=O)(=O)N(C)CC(=O)N2CCN(c3ccc(F)cc3)CC2)c1,27,0.5,6,-3,-2,-0.4,6,106,4.0,0.4,-7
COC(=O)c1ccc(CSc2nc(-c3ccccc3)cs2)o1,283,0.1,-8,0,2,0.6,-5,103,0.3,2.0,3
CC(C)c1ccc(NC2CCCN(C(=O)c3ccsc3)C2)cc1 (configuration not stated),9,0.7,-3,-4,3,3.1,9,128,1.3,-1.2,-9
O=S1(=O)CCC(N2CCOCC2)C1 (configuration not stated),-7,-1.4,-3,7,-1,-1.5,3,98,1.1,-0.3,0
CC(NCC(=O)Nc1ccccc1C(=O)NC1CC1)c1cccs1 (configuration not stated),-17,-2.1,-15,11,3,-2.2,-11,118,-0.6,1.0,6
Cc1ccccc1CS(=O)(=O)Cc1ccc(C(=O)NCc2ccccn2)o1,158,1.2,3,-7,2,0.5,-8,103,2.3,2.0,-1
CC(C)(C)c1ccc(C(=O)NC2CCS(=O)(=O)C2)cc1 (configuration not stated),-5,0.6,4,-3,0,0.1,5,102,3.9,2.4,-6
CCN(C(=O)CSc1nc2nc(C)cc(C)n2n1)c1cccc(C)c1,867,0.5,-11,-2,-3,-0.7,11,102,2.1,4.0,1
CCn1c(SCC(=O)N2CCCc3ccccc32)nnc1-c1ccco1,-9,-1.9,3,11,0,-0.2,-15,91,0.0,3.0,1
NC(=O)N/N=C/c1ccc([N+](=O)[O-])o1,144,4.6,-3,-25,8,101*,-46,109,101*,63*,11
COc1ccccc1NC(=O)NN1CCCCC1,5,0.5,-14,-3,0,-0.4,-1,101,1.6,-0.1,-12
CCOC(=O)c1ccc(NS(=O)(=O)c2ccc(-c3coc(C)n3)cc2)cc1,2,2.4,-12,-12,5,-0.9,9,100,1.4,0.2,0
Cc1nnc(SCc2ccc(F)cc2)s1,395,-2.5,-17,14,1,1.1,-5,100,4.8,1.4,1
CCOc1ccc(S(=O)(=O)Nc2ccccc2C(=O)N(C)C2CCN(C)CC2)cc1,0,-0.5,7,2,-3,-1.6,10,419,1.0,4.2,-8
CCn1c(=O)c(C(=O)NCc2ccc(OC)c(OC)c2)c(O)c2ccccc21,-7,-1.8,-8,10,-1,-1.0,2,102,0.7,9.0,16
COc1ccc(CCNC(=O)CN2CCN(Cc3ccccc3F)C2=O)cc1OC,-2,-2.6,-11,13,0,-1.1,0,88,0.2,3.2,-6
CN(C)c1ccc(NC(=O)Cc2ccccc2)c2ccccc12,-10,1.3,1,-6,1,-1.2,-4,98,0.7,0.3,-7
Cc1ccc(CN(C)C(=O)c2cc(Br)c(Br)s2)o1,-7,-2.7,-5,14,3,0.6,-7,111,1.7,-0.3,5
CC(=O)c1cccc(NC(=O)NNC(=O)c2ccc(Cl)cc2Cl)c1,12,-0.8,0,4,-1,0.3,9,99,0.2,2.2,-21
CCC(c1ccccc1)c1nc(-c2ccccn2)no1 (configuration not stated),5,-2.8,-1,16,1,0.3,10,107,1.0,4.2,-14
O=C(NCC(F)(F)F)Nc1nnc(C(F)(F)F)s1,179,-1.4,-2,8,4,4.5,-11,97,4.5,4.2,13
Cc1ccc(-n2cccc2/C=C2\C(=N)N3N=C(c4ccco4)SC3=NC2=O)cc1,7,-2.6,3,13,-2,0.3,17,83,3.5,3.7,-17
# Remaining list, next part
SMILES,Mot1-301 SUMO,OPRM1-OPRD1 ag,PKA-R1A act,OPRM1-OPRD1 inv,HTR5A ag,Ecoli viability,HTR5A inv ctr,Pemphigus Ab inh,AddAB inh,phage Ecoli inh,PfHsp90 yeast 2
O=S(=O)(NCCCCCNS(=O)(=O)c1ccccc1)c1ccccc1,-23,-2.9,-5,12,4,0.1,-17,106,6.2,5.2,0
Cc1cc(C(=O)CSc2nnc(C3CC3)n2C2CC2)c(C)n1C(C)C,-4,-0.7,-6,3,6,-3.5,-14,65,-0.4,3.1,9
O=S(=O)(c1cccs1)N1CCN(c2ccccc2F)CC1,335*,1.3,-7,-10,-2,-0.3,6,.,1.2,3.0,-55
O=C(NCCCCNC(=O)c1c(Cl)cccc1Cl)c1c(Cl)cccc1Cl,-2,.,.,.,.,0.2,.,111,0.9,0.2,.
CCc1ccc(/C=C/c2c[nH]c3ccccc23)[n+](CC)c1,-17,-0.3,12,2,-2,-0.5,-18,.,3.4,3.8,37
C[C@H](CO)N1C[C@H](C)[C@@H](CN(C)C)Oc2c(NC(=O)CCC(F)(F)F)cccc2C1=O,7,-2.1,-5,12,0,1.8,-1,109,4.9,2.1,-36

# Quoted from the listing:
# O=S(=O)(NCCCCCNS(=O)(=O)c1ccccc1)c1ccccc1 in HTR5A inv ctr reads -17
# O=S(=O)(c1cccs1)N1CCN(c2ccccc2F)CC1 in OPRM1-OPRD1 ag reads 1.3

# Screening data: PubChem, several laboratories
